Screening data from PubChem BioAssay.
SIRT5 inh = inhibitors of human sirtuin-5 desuccinylase; Purified SirT5, succinyl-peptide AMC, trypsin-coupled fluorescence; actives 1.1% (n = 330,000); inhibition, % at 15 µM; AID 652115; Q9NXA8; in the data active = inhibition above about 15%; inconclusive = no clear call, values can overlap the other calls
Target sequence (Q9NXA8 whole entry, looked up): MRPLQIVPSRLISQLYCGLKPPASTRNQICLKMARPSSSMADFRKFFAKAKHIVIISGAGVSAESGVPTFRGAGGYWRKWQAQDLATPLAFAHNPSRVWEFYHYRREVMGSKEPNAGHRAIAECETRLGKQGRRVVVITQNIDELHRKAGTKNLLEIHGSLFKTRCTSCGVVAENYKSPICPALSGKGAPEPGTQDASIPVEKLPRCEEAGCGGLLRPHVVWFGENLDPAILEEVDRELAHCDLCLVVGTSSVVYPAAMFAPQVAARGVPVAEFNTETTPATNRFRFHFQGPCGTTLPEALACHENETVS
PAX8 reporter = inhibitors of PAX8 transcriptional activity in RMG-I cells | AID 652154 | inhibition, % at 12.6 µM | RMG-I TPO-luciferase reporter, SteadyGlo, 24 h | actives 1.2% (n = 360,000);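 active = mean replicate inhibition at least 60% with every replicate also reaching 60%; inconclusive = only one of the two criteria is met; inactive = mean below 60% and not all replicates reaching 60%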;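 note: luciferase light reporting Pax8 driven TPO promoter activity; plate controls were median of neutral control wells for no effect and mitoxantrone controls for full effect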
ARNT-TACC3 inh = ARNT/TACC3 interaction disruption | AlphaScreen His-ARNT PAS-B/GST-TACC3 binding, luminescence; TACC3 fragment carries E629A point mutation | inhibition, % at 9.99 µM | actives 0.66% (n = 390,000) | AID 623870;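 active = mean inhibition of replicates at least 50% and at least half of replicates each reaching 50%; inconclusive = half or more replicates reach 50% but mean below 50%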;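 note: 0% = complete ARNT plus TACC3 wells and 100% = ARNT alone without TACC3; many hits fall short of the cut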
DENV2 CPE rescue = protects cells from dengue virus 2 cytopathic effect; DENV2-infected cells, cytopathic effect rescue, plate reader; CPE inhibition, % at 9.99 µM; actives 1.7% (n = 350,000); AID 651640; in the data active = CPE inhibition above about 20%, passing the limit was not always enough; inconclusive = no clear call, values can overlap the other calls; tested in BHK-21 cells;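 note: 0% = median of neutral control wells and 100% = median of positive control wells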
Casp6 inh = blocks human caspase-6 cleavage activity | actives 0.53% (n = 350,000) | AID 686996 | purified caspase-6, Z-VEID-R110 cleavage fluorescence | inhibition, % at 12.5 µM;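 active = mean inhibition across replicates at least about 35%, with every replicate also reaching that limit, limit read from the data; inconclusive = only one of the two criteria met; inactive = neither criterion met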;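 note: 0% = median of neutral control wells and 100% = no fluorescence left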
Target sequence (P55212 24-179 limits assumed): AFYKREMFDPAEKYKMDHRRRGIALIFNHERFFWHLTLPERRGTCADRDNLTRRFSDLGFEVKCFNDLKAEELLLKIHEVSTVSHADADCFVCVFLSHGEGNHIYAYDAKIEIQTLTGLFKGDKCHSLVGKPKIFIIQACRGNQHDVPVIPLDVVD
Target sequence (P55212 194-293 limits assumed): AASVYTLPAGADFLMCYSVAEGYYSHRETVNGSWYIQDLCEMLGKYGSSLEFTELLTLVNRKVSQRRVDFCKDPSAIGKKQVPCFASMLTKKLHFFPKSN
LGR2 antag = inhibitors of bursicon-induced Drosophila LGR2 receptor cAMP signaling; actives 0.35% (n = 380,000); AID 720647; HEK293 LGR2, CRE-luciferase, bursicon-stimulated, 4 h; inhibition, % at 9.99 µM;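 active = drop in luminescence signal, shown as inhibition above about 50% in the replicate tests, limit read from the data, passing the limit was not always enough; inconclusive = probably only some replicates passing the limit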;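 note: agonist challenge used bursicon conditioned medium at about half maximal strength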
EWS-Fli block = blocks EWS/Fli oncoprotein-driven transcription | AID 651661 | inhibition, % at 12.6 µM | A673 NR0B1-luciferase reporter, viability-normalised | actives 0.67% (n = 350,000);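 active = mean inhibition of at least 50% after viability correction, with every replicate also passing that limit; inconclusive = mean reaches 50% but only one of two replicates passes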;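 note: firefly luciferase signal divided by Alamar Blue viability fluorescence both relative to DMSO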
Active calls of the source: *; u = inconclusive; x = no result given; & = joins results of further samples.

SMILES | SIRT5 inh | PAX8 reporter | ARNT-TACC3 inh | DENV2 CPE rescue | Casp6 inh | LGR2 antag | EWS-Fli block
N=C1/C(=C/c2ccc(OC(=O)c3ccco3)cc2)C(=O)N=C2SC=CN12 | 0 | -2 | 1 | x | 1 | -15 | 9
O=C(COc1ccc(Br)cc1Cl)NC(=O)Nc1ccc2c(c1)OCCO2 | 0 | -28 | -4 | -1 | 0 | -57 | -37
Cc1noc(C)c1-c1ccc(C(=O)Nc2ccccc2)c2occc12 | x | -333 | x | 5 | -1 | -53 | -92
N#Cc1cn(Cc2ccccc2)c(=O)[nH]c1=O | -4 | -22 | -1 | 6 | -6 | -3 | -9
O=C(Nc1ccccc1)N[C@@H]1CC[C@@H](CCn2cc(C3(O)CCCC3)nn2)O[C@H]1CO | 0 | 3 | -6 | 5 | -2 | 6 | -2
C[C@H](c1ccccc1)N1C[C@@H](COCc2ccccc2)Oc2cccc(Oc3ccc(F)cc3)c2S1(=O)=O | x | 17 | x | -13 | -2 | 0 | 9
CCOc1ccc(CC(=O)C2=C(N3CCOCC3)CC(C)(C)CC2=O)cc1OCC | 4 | -36 | -4 | -8 | 0 | -47 | -1
Cc1ccc(-c2nc(NC(=O)c3cc(C(C)(C)C)nn3C)sc2C)cc1Cl | -2 | -18 | 6 | 55* | -1 | 12 | -6
CCOc1ccccc1N=C1SCC(C)N1C(=O)C1CCN(c2ncnc3sc(C)c(C)c23)CC1 (stereo not given) | 0 | 8 | 8 | 8 | -1 | -1 | 7
COc1ccccc1CC(=O)Nc1ccc(S(=O)(=O)N2CCOCC2)cc1 | 2 | 4 | 12 | -6 | 3 | -5 | 3
COc1ccc(C(CNC(=O)c2sccc2C)N2CCOCC2)cc1 (stereo not given) | -5 | -23 | -1 | -3 | -2 | -12 | -18
O=C(N[C@H]1CC[C@@H](CCNS(=O)(=O)c2ccccc2Cl)O[C@H]1CO)c1ccc(F)cc1 | 1 | -5 | -3 | 3 | 1 | 13 | 2
C[C@@H]1O[C@@H](Oc2c(-c3cc(O)c(O)c(O)c3)oc3cc(O)cc(O)c3c2=O)[C@H](O)[C@H](O)[C@H]1O | 0 | -5 | 3 | 1 | 22 | 2 | 1
CC(=O)Nc1ccc(S(=O)(=O)NCc2nc(-c3ccccc3)no2)cc1 | 1 | -17 | -10 | -4 | x | 12 | -16
CC(=O)N1c2ccccc2Nc2ccccc21 | x | -7 | -7 | x | x | 15 | x
O=C(CN1CCOCC1)N/N=C/c1cccc2ccccc12 | 5 | -19 | -1 | 0 | 0 | -1 | -8
CC(C)C#Cc1ccc([C@@H]2[C@@H](C#N)N(C(=O)c3ccccn3)[C@H]2CO)cc1 | 5 | 9 | -21 | -2 | -1 | -13 | -1
C[C@@H]1CN([C@@H](C)CO)C(=O)Cc2cc(NC(=O)c3ccncc3)ccc2O[C@H]1CN(C)C(=O)Nc1ccc(F)cc1 | 1 | -13 | 1 | -6 | 0 | -18 | -1
C[C@@H]1CN([C@@H](C)CO)S(=O)(=O)c2ccc(C3=CCCCC3)cc2O[C@H]1CN(C)Cc1ccncc1 | 0 | x | 6 | -7 | 0 | 8 | 11
O=C(Nc1ccccc1C(F)(F)F)C1CCCC1 | 1 | -12 | 30 | 1 | -6 | 5 | -1
CCCNC(=O)C[C@@H]1CC[C@@H]2[C@@H](COc3ccc(NC(=O)c4ccccc4)cc3C(=O)N2C)O1 | -3 | -3 | -7 | -4 | 2 | 1 | 9
Nc1c(C(=O)CSc2nnc(Cc3ccccc3)o2)c(=O)[nH]c(=O)n1C1CC1 | -6 | -8 | -3 | -3 | -1 | 3 | 1
COC(=O)[C@H]1C[C@H](OC(=O)NCc2ccc(OC)c(OC)c2)[C@@]2(O)CN(S(=O)(=O)c3ccc(C)cc3)CC2[C@H]1C(=O)OC (stereo not given in full) | -5 | -10 | x | -10 | -2 | -2 | 2
CC=Cc1ccc2n(c1=O)C[C@H]1[C@H](CO)[C@@H](C(=O)NCC)N(Cc3cocn3)[C@@H]21 (mixture of isomers) | -10 | x | 0 | -4 | -1 | -22 | -5
C[C@@H]1CN([C@@H](C)CO)C(=O)c2cc(C#CC3CCCCC3)cnc2O[C@@H]1CN(C)S(=O)(=O)c1ccc(F)cc1 | -1&-1&3 | 18 | -2&4 | 4&0&13 | 4&-1&0 | 32&10 | 8&-5&6
CCCCNC(=O)COCc1cc(-c2ccc3c(c2)OCO3)on1 | -2 | -4 | -7 | 1 | -3 | 2 | -7
O=c1[nH]c2ccccc2c2ccccc12 | x | -56 | 2 | x | x | 12 | x
CCN(c1ccccc1)S(=O)(=O)c1ccc(Oc2ccc(C(C)=O)cc2OC)nc1 | 0 | 11 | 0 | -6 | 1 | x | 2
O=C1NC(=Nc2ccc(F)cc2)CS1 | -4 | -3 | -5 | -13 | 2 | 2 | 6
Cc1cc(NC(=O)C2COc3ccccc3O2)no1 (stereo not given) | -4 | -3 | 1 | -7 | 1 | -14 | 2
CCNC(=O)C[C@@H]1C=C[C@@H](NC(=O)C2CCC2)[C@H](CO)O1 | -2 | x | -7 | -3 | 2 | 5 | -1
CC(C)(C)c1ccc(-c2noc(CCC(=O)Nc3cccnc3)n2)cc1 | -1 | 87* | 4 | 13 | 3 | 16 | 44
O=c1c(Cc2c(F)cccc2Cl)c(O)ccn1CCCn1ccnc1 | -3 | 3 | -1 | -2 | -2 | 17 | -4
Cc1cccc(-c2ccc(C3[C@@H]4CN(Cc5ccccc5)C[C@H]3N4)cc2)c1 (stereo not given in full) | -10 | -11 | x | 2 | 1 | -23 | -3
COc1ccc(NC(=O)c2cc(-c3ccc(C)o3)nc3ccccc23)cc1 | -5 | 21 | -8 | u | -5 | -9 | -19
C[C@H]1CN([C@@H](C)CO)C(=O)c2cc(C#Cc3ccccc3)cnc2O[C@H]1CN(C)C(=O)C1CC1 | -1 | x | x | -8 | -2 | 9 | -18
C[C@@H](O)C#Cc1ccc([C@@H]2[C@H]3CN(CC4CCOCC4)CCCCN3[C@H]2CO)cc1 | -3 | 9 | -9 | -4 | -2 | 17 | 1
NC(=O)c1ccc(NC(=O)Cn2c(=O)n(-c3ccccc3)c(=O)c3oc4ccccc4c32)cc1 | -1 | 15 | -4 | 3 | 1 | 6 | 10
CC(C)C(=O)Nc1cccc(NC(=O)c2cccc(Br)c2)c1 | 4 | -4 | 2 | 7 | -1 | 5 | -10
COc1ccc([N+](=O)[O-])cc1NC(=O)CCSCCc1ccccn1 | 3 | -8 | 1 | 2 | 1 | -2 | -1

Record cards (already shown):
`C[C@@H]1CN([C@@H](C)CO)C(=O)c2cc(C#CC3CCCCC3)cnc2O[C@@H]1CN(C)S(=O)(=O)c1ccc(F)cc1` as listed: SIRT5 inh = -1&-1&3; PAX8 reporter = 18; ARNT-TACC3 inh = -2&4; DENV2 CPE rescue = 4&0&13; Casp6 inh = 4&-1&0; LGR2 antag = 32&10; EWS-Fli block = 8&-5&6
`O=C1NC(=Nc2ccc(F)cc2)CS1` as listed: SIRT5 inh = -4; PAX8 reporter = -3; ARNT-TACC3 inh = -5; DENV2 CPE rescue = -13; Casp6 inh = 2; LGR2 antag = 2; EWS-Fli block = 6

Next structures:
SMILES | SIRT5 inh | PAX8 reporter | ARNT-TACC3 inh | DENV2 CPE rescue | Casp6 inh | LGR2 antag | EWS-Fli block
N/C(=N\OCc1ccccc1)c1nonc1N | -3 | -108 | x | x | 1 | -66 | -85
COc1ccccc1NC(=S)NC(=O)CCc1ccccc1 | -3 | -4 | 1 | u | 2 | -10 | x
O=C(Nc1ccccc1F)Nc1ccc([N+](=O)[O-])cc1Cl | -2 | -98 | -12 | 6 | 1 | -37 | -52
C[C@H](NC(=O)c1nc[nH]c1C(=O)N1CCN(C(=O)OC(C)(C)C)CC1)C(=O)OC(C)(C)C | x | -11 | -5 | -12 | 1 | 0 | -7
COc1ccc(CNC(=O)c2sc(=O)n(Cc3cc(Cl)ccc3OC)c2C)cc1 | x | 12 | x | 9 | -2 | 6 | -2
S=C(Nc1ccccc1)Nc1nccs1 | -3 | -129 | 2 | 1 | -1 | -73 | -34
CNC(=O)C[C@H]1CC[C@H]2[C@@H](COc3ccc(NC(=O)Nc4ccccc4F)cc3C(=O)N2C)O1 | -8 | -11 | 7 | 14 | 3 | 17 | -5
CCN(CC)S(=O)(=O)c1ccc(-c2cn3ccc(C)cc3n2)cc1 | -2 | -215 | -7 | u | 0 | -54 | -70
COc1cccc(NC(=O)CN(C)C(=O)c2ccccc2Sc2ccccc2C#N)c1 | 1 | 18 | 1 | -5 | -95 | 2 | 3
CC(C)NC(=O)Nc1cccc2c1O[C@H](CN(C)Cc1ccccc1)[C@H](C)CN([C@@H](C)CO)C2=O | x | -4 | x | -4 | -3 | 1 | -2
CCOC(=O)CNC(=O)c1sc(NC(=O)c2ccccc2F)nc1C | -2 | x | -6 | 2 | -6 | -29 | -70
C[C@H](CO)N1C[C@H](C)[C@@H](CN(C)S(=O)(=O)c2cn(C)cn2)Oc2c(NC(=O)C3CC3)cccc2C1=O | -4 | 2 | -3 | 13 | 1 | -24 | -14
COC(=O)Cn1c(N2CCCC2)nc2c1c(=O)n(C)c(=O)n2C | 0 | 13 | -7 | -5 | 0 | 0 | 1
COCCOC(=O)N1C(=O)[C@@]2(c3cc(C#CC4=CCCCC4)ccc31)[C@H](c1ccccc1OCCO)N1[C@H](c3ccccc3)[C@H](c3ccccc3)OC(=O)[C@H]1[C@@H]2C(=O)NC[C@H](O)c1ccccc1 | 12 | 51 | 16 | -7 | 0 | x | 5
O=C(COC(=O)Cc1c[nH]c2ccccc12)Nc1cc(S(=O)(=O)N2CCOCC2)ccc1Cl | 4 | 10 | 2 | -1 | 2 | -6 | 3
CC1CC2=C(NC(=S)NC2c2cccc(F)c2)/C(=C/c2cccc(F)c2)C1 (stereo not given) | -5 | -31 | 0 | x | 3 | -11 | 6
CCCN(CCC)CCNc1c(NC2CCN(C(=O)OCC)CC2)c(=O)c1=O | -2 | 0 | 1 | -6 | -22 | -13 | -2
Cc1ccc(S(=O)(=O)NC2=C(N3CCN(Cc4ccccc4)CC3)C(=O)c3ccccc3C2=O)cc1 | x | -8 | x | x | 9 | 3 | x
COc1cccc(C(=O)N2CCN(C(=O)COc3ccc4ccccc4c3)CC2)c1 | -5 | 8 | 6 | -1 | 0 | -1 | -2
CCOC(=O)NC(Nc1ccc(OC)cc1)(C(F)(F)F)C(F)(F)F | x | -12 | 6 | x | x | -3 | x
CN(C(=O)c1cccc(NC(=O)Cc2ccc(NC(=O)C3CCN(C(=O)CCc4ccccc4)CC3)cc2)c1)C1CCCCC1 | 11 | 33 | -8 | 1 | 0 | -4 | 4
CCN1CCCC1CNC(=O)c1cc(N)ccc1OC (stereo not given) | -7 | 4 | x | -6 | -56 | 17 | 7
CC1=NN(c2ccccc2)C(c2ccco2)C1 (stereo not given) | -1 | -5 | -5 | 7 | 1 | 10 | -10
COc1cccc(CNC(=O)C[C@@H]2CC[C@H](NC(=O)C3CC3)[C@H](CO)O2)c1 | 7 | -3 | -6 | -5 | 0 | -4 | -1
CSc1ccc(NC(=O)NN(c2ccccc2)C2CCS(=O)(=O)C2)cc1 (stereo not given) | x | 9 | x | u | 4 | x | -9
CC(C)NC(=O)N(C)C[C@H]1OCCCC[C@H](C)Oc2ccc(NC(=O)C3CCCCC3)cc2C(=O)N([C@@H](C)CO)C[C@@H]1C | 0 | 4 | -10 | 5 | -1 | 11 | x
COc1ccc(CNC(=O)CSc2nnc(C)c(=O)[nH]2)cc1 | -3 | -16 | -30 | 7 | 0 | 5 | -2
O=S(=O)(c1ccc(Cl)cc1)N1CCN=C1SCc1cccnc1 | 0 | 7 | 2 | 2 | 0 | 3 | 6
Cc1cnc(NC(=O)C(C)N2CCN(C)CC2)s1 (stereo not given) | -2 | 10 | -8 | x | -3 | -21 | 9
Cc1cccc(/C=N/NC(=O)c2ccc(NC(=O)c3ccc(F)cc3)cc2)n1 | -1 | -8 | 5 | -4 | 4 | -12 | 4
